Screening data (PubChem)
FUS yeast rescue – qHTS for Suppressors of FUS Proteinopathy: Primary screen using FUS-linked yeast assay | S. cerevisiae FUS-expressing, growth rescue, OD600, 24 h | 390,000 compounds, 0.24% hits | Potency, µM (series often up to 76.6 µM), for inactives: top-dose growth rescue (activation), actives largely listed as activators;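 further: plate controls were DMSO vehicle for no effect and reference control for full effect; nearly all actives have a fitted effect of over 55% in size; some results filed as inactive show a strong effect at the top dose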
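Cultures pregrown in 2.5% raffinose medium are shifted to minimal medium containing 2% galactose to express toxic FUS. Compounds are tested at several concentrations. After 24hr at 30C, growth is quantified at 600 nm absorbance.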
EPAC2 antag – qHTS for Antagonist of cAMP-regulated guanine nucleotide exchange factor 2 (EPAC2): primary screen. EPAC2 GEF exchange of Rap1B-BODIPY-GDP, fluorescence. AID 720708, 2013. Potency, µM (titrated, usually from 114 µM), for inactives: at the top dose activity, negative = inhibition, most hits filed as inhibitors. 360,000 compounds, 0.18% hits; further: on the % scale 0 is the no-effect control and ±100 the full control effect; nearly all actives have a fitted effect of over 45% in size; many of its hits are not listed in these tables
Target sequence (Q8WZA2 whole entry, looked up): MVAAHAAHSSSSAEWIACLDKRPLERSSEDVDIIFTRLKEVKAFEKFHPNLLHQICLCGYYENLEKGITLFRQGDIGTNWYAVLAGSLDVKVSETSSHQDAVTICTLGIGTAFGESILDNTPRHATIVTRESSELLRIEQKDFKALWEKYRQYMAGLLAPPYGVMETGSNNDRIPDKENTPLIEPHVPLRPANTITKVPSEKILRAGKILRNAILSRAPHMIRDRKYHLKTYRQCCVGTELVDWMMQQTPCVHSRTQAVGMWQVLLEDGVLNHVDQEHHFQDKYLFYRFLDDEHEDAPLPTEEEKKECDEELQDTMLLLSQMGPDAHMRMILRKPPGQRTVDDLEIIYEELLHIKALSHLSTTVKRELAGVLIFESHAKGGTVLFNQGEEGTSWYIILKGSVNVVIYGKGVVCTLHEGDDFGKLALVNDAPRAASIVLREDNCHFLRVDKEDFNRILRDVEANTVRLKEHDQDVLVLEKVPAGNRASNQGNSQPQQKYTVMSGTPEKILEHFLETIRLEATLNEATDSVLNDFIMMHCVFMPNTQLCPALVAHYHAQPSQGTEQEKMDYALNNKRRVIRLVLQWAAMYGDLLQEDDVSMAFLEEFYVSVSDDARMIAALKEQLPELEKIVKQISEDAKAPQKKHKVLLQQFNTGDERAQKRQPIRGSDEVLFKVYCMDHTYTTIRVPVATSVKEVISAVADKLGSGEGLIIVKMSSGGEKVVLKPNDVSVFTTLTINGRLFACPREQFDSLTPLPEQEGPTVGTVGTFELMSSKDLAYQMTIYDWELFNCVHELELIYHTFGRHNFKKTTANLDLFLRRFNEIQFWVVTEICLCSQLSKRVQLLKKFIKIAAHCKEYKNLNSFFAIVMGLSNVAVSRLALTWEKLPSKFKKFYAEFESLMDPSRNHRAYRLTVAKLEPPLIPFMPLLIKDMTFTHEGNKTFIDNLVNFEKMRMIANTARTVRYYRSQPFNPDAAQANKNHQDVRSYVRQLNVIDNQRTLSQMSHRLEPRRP
EPAC1 antag – qHTS for Antagonist of cAMP-regulated guanine nucleotide exchange factor 3 (EPAC1): primary screen. EPAC1 GEF assay, Rap1b-BODIPY-GDP exchange fluorescence. Potency, µM (highest dose often 115 µM), for inactives: at the highest dose activity change, negative = inhibition, usual class: inhibitors. 360,000 compounds, 0.14% hits. AID 720709, 2013;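 further: plate controls were vehicle for no effect and positive control for full effect; nearly all actives have a fitted effect of over 50% in size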
aSyn rescue – qHTS of alpha-syn Inhibitors; Yeast expressing alpha-synuclein, growth rescue, BacTiter-Glo, 24 h; Potency, µM (highest dose often 46.1 µM), inactives show top-dose growth rescue (activation), hits mostly activators; 370,000 compounds, 0.14% hits; further: % of control where 0% means no effect; nearly all actives have a fitted effect of over 65% in size
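Galactose-induced alpha-syn yeast (OD600=0.02, raffinose-pregrown) + pinned cpd, 24 hr, 30 deg C; growth by BacTiter-Glo luminescence. Growth restoration scores as activation.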
EPAC2 ag – qHTS for Agonist of cAMP-regulated guanine nucleotide exchange factor 4 (EPAC2): primary screen | EPAC2 activation, biochemical qHTS; response scale: 100% = 6.5 mM cAMP response | Potency, µM (series often up to 154 µM), for the others: at the highest dose activation, actives largely listed as activators | 360,000 compounds, 0.079% hits | AID 720711, 2013; further: nearly all actives have a fitted effect of over 50% in size
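Exchange assay: 100 nM EPAC2 with 250 nM Rap1B-BODIPY-GDP and 50 uM GDP. Fluorescence (ex 480/em 540 nm) read every 5 min for 30 min at room temperature. Data normalized to 6.5 mM cAMP as agonist control.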
PTHR1 ag – qHTS for PTHR1 Agonists: Primary Screen | HEK293 GP2 PTHR1 cells, GloSensor cAMP luminescence, 1 h | Potency, µM (titrated, usually from 115 µM), for the others: at the highest dose activation, actives largely listed as activators | 410,000 compounds, 0.075% hits | AID 743266, 2014; further: nearly all actives have a fitted effect of over 55% in size; some results filed as inactive show a strong effect at the top dose; inactives centre near -15; many of its hits are not listed in these tables
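HEK-293-derived GP2 cells expressing PTHR1 and a GloSensor cAMP reporter, 3,000/well, plated overnight, given luciferin plus IBMX (each 0.5 mM as added) for 1 h at 37 °C, then compound for 1 h at 37 °C. Luminescence was read after 15 min at room temperature.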
TDP-43 yeast inh – qHTS of TDP-43 Inhibitors. TDP-43 expressing yeast growth rescue, BacTiter-Glo, 24 h. Potency, µM (highest dose often 46.1 µM), for the others: top-dose growth rescue (activation), hits mostly activators. 410,000 compounds, 1.8% hits. AID 652104, 2013; further: % of control where 0% means no effect; nearly all actives have a fitted effect of over 50% in size
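Yeast expressing TDP-43 (pregrown in raffinose, seeded at OD600=0.02 in galactose medium) exposed to compounds 24 hr at 30 deg C. Growth read by BacTiter-Glo luminescence; rescue of toxicity appears as increased signal.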
EPAC1 agonist – qHTS for Agonist of cAMP-regulated guanine nucleotide exchange factor 3 (EPAC1): primary screen | Rap guanine nucleotide exchange factor 3 (Homo sapiens), O95398 | AID 720707, 2013 | Potency, µM (series often up to 154 µM), for inactives: top-dose activation, most hits filed as activators | EPAC1 agonist qHTS, biochemical assay; response scale: 100% = response to 6.5 mM cAMP | 360,000 compounds, 0.073% hits; further: nearly all actives have a fitted effect of over 60% in size
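Read-out is the fluorescence drop as BODIPY-GDP leaves Rap1B (480 nm excitation, 540 nm emission), recorded every 5 minutes over 30 minutes. Reactions held 100 nM EPAC1, 250 nM Rap1B–BODIPY-GDP and 50 uM GDP, with 6.5 mM cAMP setting full activation.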
An asterisk follows results filed as active; i = inactive; ? = inconclusive; · = not tested or not shown; & = joins results of further samples; [ ] = dose if it differs, or a comment. The call rests on the fitted dose curve; in most records, active means well fitted curve in the direction sought with a large enough effect; inconclusive means small, poorly fitted or top-dose-only effect, or another doubt; inactive means no such curve, though single readings can be large; an effect the other way counts as inactive or inconclusive. Potency means the concentration at half of the fitted maximal effect. An excerpt; the hit share may differ from the screen's.

SMILES	FUS yeast rescue	EPAC2 antag	EPAC1 antag	aSyn rescue	EPAC2 ag	PTHR1 ag	TDP-43 yeast inh	EPAC1 agonist
C/C(N)=C(/C#N)C(=O)CSc1nnc(C)n1-c1ccccc1	-22%	-5%	0%	3%	-4%	-21%	7%	11%
O=C(/C=C/c1ccccc1)NC(NC(=S)Nc1ccc(Cl)cc1)C(Cl)(Cl)Cl (stereo not drawn)	16%	8%	-3%	-6%	0%	i	3%	-3%
COc1ccc(CNC(=O)/C=C/c2ccccc2[N+](=O)[O-])cc1	7%	7%[57.1 µM]	-7%	-1%	16%	i	-16%	-5%
O=C(NCc1nc2ccccc2[nH]1)C1=C[C@@H](c2ccc(C(F)(F)F)cc2)C[C@@H](OCCCCO)O1	?	-23%	-11%	0%	15%	-9%	9%	-22%
O=C(NCCC(=O)N(CCc1ccccc1)Cc1ccccc1)c1ccccc1Cl	44%	-16%	-26%	1%	9%	-12%	22%	?
CC(OC(=O)CSc1ccc([N+](=O)[O-])cc1)C(=O)NCc1ccco1 (stereo not drawn)	-9%	5%	6%	0%	0%	-26%	19%	0%
Cc1noc(C)c1CSc1nnc(-c2ccccc2)o1	7%	8%	-5%	12%	-9%	i	?	4%
CCOC(=O)C1CCN(C(=O)COc2cccc(C)c2)CC1	0%	9%	8%	1%	1%	-6%[57.5 µM]	-21%	-3%
CCN(CC)C(=O)C12CC3CC(CC(Br)(C3)C1)C2	?	-9%	-5%	-1%	0%	i	-17%[0.397 µM]	-2%
CC(C)[C@H](NS(=O)(=O)c1cccc(Cl)c1)C(=O)OCC(=O)NC(=O)CN1CCCC1=O	-10%	4%	-7%	5%	7%	i	13%	4%
CCc1nnc(N/N=C/c2ccc(N3CCC(C)CC3)c([N+](=O)[O-])c2)n1N	?	4%	-10%	4%	-4%	-23%	24%	-2%
CC(NC(=O)C1CCN(C(=O)[C@@H]2Cc3ccccc3CN2C(=O)OC(C)(C)C)CC1)c1ccccc1 (stereo partly drawn)	23%	-1%	14%	8%	-3%	-13%	10%	1%
COc1ccc(CNC(=O)C2CCN(S(=O)(=O)c3cccnc3)CC2)cc1	-12%	8%	-7%	-3%	17%	0%	-5%	14%
Cc1cc(Cl)c2ccc(Cl)cc2n1	0%	2%	5%	1%	2%	-16%	6%	6%
COc1ccccc1C(=O)Nc1ccnn1C1CCN(Cc2ccn[nH]2)CC1	3%	-4%	-5%	-10%	13%	i	7%	17%
COc1ccc(CONS(=O)(=O)c2ccc(NC(C)=O)cc2)cc1Cl	19%	-4%	0%	5%	11%	-9%	-4%	8%
CN1CCN(C(=O)C2CC(=O)N(c3ccc(Cl)cc3)C2)CC1 (stereo not drawn)	-4%	11%	-16%	0%	-5%	-8%	-3%	-3%
C=CCOc1cccc(C2C(C(=O)c3cc4ccccc4o3)=C(O)C(=O)N2c2cc(C)on2)c1 (stereo not drawn)	?	25%	-14%	6%	-13%	i	3%	-19%
COCCNC(=S)N1CCN(C(c2ccccc2)c2ccccc2)CC1	18%	-15%	-18%	6%	-2%	i	-4%	8%
CC1(C)CCSC(/C=C/c2ccccc2)=N1	1%	-3%	-13%	10%	9%	-29%	6%	-4%

6 entries from above, bar-delimited.
Structure | FUS yeast rescue | EPAC2 antag | EPAC1 antag | aSyn rescue | EPAC2 ag | PTHR1 ag | TDP-43 yeast inh | EPAC1 agonist
COCCNC(=S)N1CCN(C(c2ccccc2)c2ccccc2)CC1 | 18% | -15% | -18% | 6% | -2% | i | -4% | 8%
CCOC(=O)C1CCN(C(=O)COc2cccc(C)c2)CC1 | 0% | 9% | 8% | 1% | 1% | -6%[57.5 µM] | -21% | -3%
Cc1noc(C)c1CSc1nnc(-c2ccccc2)o1 | 7% | 8% | -5% | 12% | -9% | i | ? | 4%
CCc1nnc(N/N=C/c2ccc(N3CCC(C)CC3)c([N+](=O)[O-])c2)n1N | ? | 4% | -10% | 4% | -4% | -23% | 24% | -2%
Cc1cc(Cl)c2ccc(Cl)cc2n1 | 0% | 2% | 5% | 1% | 2% | -16% | 6% | 6%
O=C(NCc1nc2ccccc2[nH]1)C1=C[C@@H](c2ccc(C(F)(F)F)cc2)C[C@@H](OCCCCO)O1 | ? | -23% | -11% | 0% | 15% | -9% | 9% | -22%

As a working copy, 3 of the compounds above.
SMILES	FUS yeast rescue	EPAC2 antag	EPAC1 antag	aSyn rescue	EPAC2 ag	PTHR1 ag	TDP-43 yeast inh	EPAC1 agonist
CC(C)[C@H](NS(=O)(=O)c1cccc(Cl)c1)C(=O)OCC(=O)NC(=O)CN1CCCC1=O	-10%	4%	-7%	5%	7%	i	13%	4%
CCc1nnc(N/N=C/c2ccc(N3CCC(C)CC3)c([N+](=O)[O-])c2)n1N	?	4%	-10%	4%	-4%	-23%	24%	-2%
CC(NC(=O)C1CCN(C(=O)[C@@H]2Cc3ccccc3CN2C(=O)OC(C)(C)C)CC1)c1ccccc1 (stereo partly drawn)	23%	-1%	14%	8%	-3%	-13%	10%	1%

Further entries
SMILES	FUS yeast rescue	EPAC2 antag	EPAC1 antag	aSyn rescue	EPAC2 ag	PTHR1 ag	TDP-43 yeast inh	EPAC1 agonist
C/C(N)=C(/C#N)C(=O)COC(=O)c1ccccc1Cc1ccccc1	21%	?	-19%	2%	11%	-48%[inhibitor]	7%	5%
Cc1ccccc1NC(=O)CC(=O)Nc1ccccc1C	4%	13%	8%	-5%	-6%	-11%	-7%	1%
CC(C)=CCc1cc(-c2oc3cc(O)cc(O)c3c(=O)c2O)ccc1O	-4%	-10%	-16%	9%	7%	-34%[inhibitor]	10%	-22%
CCN(CC)c1ccc(/C=C2\C(=O)N(c3nnc(C)c(=O)[nH]3)N=C2C)cc1	41%	1%	-10%	-7%	-4%	-31%[inhibitor]	-3%	-6%
COc1ccc(/C=C(\NC(=O)c2cccs2)C(=O)N2CCOCC2)cc1OC	14%	7%	-20%	5%	4%	i	16%	-1%
COc1ccccc1CN1CCN(C(=O)c2cccc3ccccc23)CC1	-18%	-6%	1%	0%	7%	-19%	5%	18%
Cc1ccc(-c2cc(C(=O)Nc3c(C)n(C)n(-c4ccccc4)c3=O)no2)cc1	-1%	18%	11%	0%	-7%	i	-2%	-7%
COCc1cccc(N2C(=O)CC(C3C=C(C)C4C(=O)N(c5cccc(COC)c5)C(=O)C4C3)C2=O)c1 (stereo not drawn)	24%	1%	-3%	-3%	9%	-22%	-6%	0%
COc1ccc(/C=C/C(=O)O/N=C(\N)c2ccccn2)cc1OC	17%	-9%	-7%	11%	-13%	-69%[inhibitor]	2%	-18%
Cc1cccc(OCC(=O)NNC(=O)CCCCC(=O)NNC(=O)COc2cccc(C)c2)c1	-4%	23%	15%	2%	0%	i	23%	2%
Nc1ccc(N(CCO)CCO)cc1	?	16%	11%	-9%	9%	-41%[inhibitor]	-24%	16%
COc1ccc(C)cc1NC(=O)C(OC(=O)CNC(=O)c1ccc(Oc2ccccc2)cc1)c1ccccc1 (stereo not drawn)	?	-11%	-3%	7%	10%	i	18%	11%
NC(=O)C1CCN(c2nc3c(S(=O)(=O)c4ccccc4)nnn3c3ccccc23)CC1	20%	-12%	-2%	24%	-2%	-22%	9%	-9%
CC(=O)NS(=O)(=O)c1ccc(NC(=S)NC(=O)Cc2ccccc2)cc1	-9%	-13%	1%	5%	6%	-15%	9%	10%
Cc1nc2ccc(C(=O)Nc3cccc([N+](=O)[O-])c3)cc2s1	6%	10%	-9%	0%	10%	-1%	-2%	-4%
CCNC(=S)NNC(=O)Cn1nc(C)cc1C	9%	11%	13%	-7%	5%	-3%[57.5 µM]	-16%	-10%
O=C(NCc1ccccc1)C(c1cccnc1)N(C(=O)c1ccccn1)c1cccc(F)c1 (stereo not drawn)	4%	1%	-7%	1%	15%	-21%	-4%	3%
COc1ccc(CNC(=O)CN2C(=O)CSc3ccc(S(=O)(=O)N4CCOCC4)cc32)c(OC)c1	11%&31%	4%	-1%	3%	3%	-25%&8%	10%&-1%	-6%
CC(=O)c1cccc(NC(=O)Nc2ccc3c(c2)OCO3)c1	-2%	-6%	-23%	6%	-8%	-37%	5%	-2%
C#Cc1ccc(CN2CCC(C(=O)Nc3ccc(Oc4ccccc4)nc3)CC2)cc1	?	-2%	5%	3%	8%	-22%	15%	-1%
O=C(Cc1ccccc1)NCCc1c[nH]c2ccccc12	1%	-2%	-8%	3%	-2%	i	16%	1%
CC(=O)c1ccc[n+](CC(=O)NC(C)c2ccccc2)c1 (stereo not drawn)	-7%	0%	18%	-7%	5%	-2%	-9%	21%
CN1C(=O)NC(c2ccc(C(F)(F)F)cc2)C2=C1CC(C)(C)CC2=O (stereo not drawn)	-16%	2%	4%	12%	8%	-44%[inhibitor]	26%	8%
O=C(OCC(=O)c1ccc[nH]1)c1ccc([N+](=O)[O-])cc1	-1%	-3%	-12%	-5%	7%	0%	?	-10%
COc1ccc([N+](=O)[O-])cc1NCc1ccco1	-3%	-25%	1%	12%	6%	-88%[inhibitor]	10%	4%
COc1cc(/C=N/O)cc(Br)c1OCC(=O)NCc1ccccc1	·	9%	2%	6%	0%	i	20%	-7%
C[C@H](NC(=O)c1nc[nH]c1C(=O)NCc1ccc(CNC(=O)OC(C)(C)C)cc1)C(=O)OCc1ccccc1	42%	-15%	-18%	2%	-5%	-52%[inhibitor]	15%	-25%
